# Screens from PubChem.
# GSH fluor = compound fluorescence on glutathione beads, profiling panel, artefact control, biophysical, 488/530 nm, flow cytometry; GSH beads flow cytometry, compound fluorescence 488/530 nm; active compounds read high; fluorescence (KMESF) at 10 µM; 190,000 compounds, 0.25% hits; in the data active = fluorescence above about 89;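 note: glutathione beads carrying GST-tagged Bcl family fusion proteins plus one bare bead set; values are compound well signal with DMSO vehicle wells as background; inactives centre near 16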
# RGS7-Gao reg = RGS7-Galphao binding modulators, primary screen, biochemical, multiplexed bead flow cytometry. 220,000 compounds, 0.35% hits. actives lie on both sides. AID 1439, 2008. binding response (% of control), % at 10 µM. Guanine nucleotide-binding protein G(o) subunit alpha (Homo sapiens), P09471; in the data active = binding response below about 49% or above about 150%; inconclusive = no clear call, values can overlap the other calls; inactive = in between;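 note: fluorescent Galphao held in activated GDP-AlF4 state binding bead-coupled RGS7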
# Target sequence (P09471 whole entry, looked up): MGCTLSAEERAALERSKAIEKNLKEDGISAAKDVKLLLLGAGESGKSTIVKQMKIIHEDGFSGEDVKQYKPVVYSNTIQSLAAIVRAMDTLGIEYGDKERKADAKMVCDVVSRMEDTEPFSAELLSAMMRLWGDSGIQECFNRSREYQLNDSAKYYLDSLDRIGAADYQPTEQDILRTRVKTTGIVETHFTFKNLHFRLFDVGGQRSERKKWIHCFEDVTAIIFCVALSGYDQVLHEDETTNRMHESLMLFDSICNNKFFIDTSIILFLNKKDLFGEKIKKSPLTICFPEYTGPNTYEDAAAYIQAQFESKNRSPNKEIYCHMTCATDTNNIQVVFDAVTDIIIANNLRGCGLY
# Bim-Mcl-1 = inhibitors of Bim peptide binding to Mcl-1, primary screen, biochemical, bead-based flow cytometry, multiplex; Bim peptide-Mcl-1 binding; inhibition, % at 10 µM; 190,000 compounds, 0.1% hits; AID 1009, 2008; in the data active = inhibition above about 40%;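 note: 0% = no compound tracer wells and 100% = peptide blocker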
# Target sequence (Q07820 whole entry, looked up): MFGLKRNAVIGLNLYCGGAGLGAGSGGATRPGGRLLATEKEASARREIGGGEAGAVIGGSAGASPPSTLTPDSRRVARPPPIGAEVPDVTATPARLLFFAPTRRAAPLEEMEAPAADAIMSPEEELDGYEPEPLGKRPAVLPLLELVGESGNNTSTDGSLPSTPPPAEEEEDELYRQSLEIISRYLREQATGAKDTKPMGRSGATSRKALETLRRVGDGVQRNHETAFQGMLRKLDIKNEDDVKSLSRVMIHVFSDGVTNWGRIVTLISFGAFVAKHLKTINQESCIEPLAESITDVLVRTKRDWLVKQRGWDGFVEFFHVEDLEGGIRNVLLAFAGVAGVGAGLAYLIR
# RGS8-Gao = RGS8-Galphao binding modulators, primary screen, biochemical, multiplexed bead flow cytometry; AID 1423, 2008; Guanine nucleotide-binding protein G(o) subunit alpha (Homo sapiens), P09471; actives lie on both sides; response (percent of control binding), % at 10 µM; 220,000 compounds, 0.34% hits; in the data active = response below about 60% or above about 140%; inactive = in between;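 note: Galphao activated as the GDP aluminium fluoride complex binding bead-coupled RGS8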
# ABCG2 inh = ABCG2 efflux pump inhibitors, primary screen, multiplex with ABCB1, IgMXP3 cells, flow cytometry. Broad substrate specificity ATP-binding cassette transporter ABCG2 (Homo sapiens), Q9UNQ0. JC-1 efflux. inhibition, % at 6.6 µM. 190,000 compounds, 0.1% hits. AID 1325, 2008;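 active = inhibition above 80%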;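 note: 0% = DMSO and 100% = nicardipine control wells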
#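 Test system: IgMXP3 cells (ABCG2) mixed with DDAO far-red-labelled CCRF-Adr cells (ABCB1). Reagent: JC-1 transporter substrate. Compound dosing: single test compound dose, 6.6 µM final. Times: 10 min compound exposure, 25 °C. Detection: flow cytometry of retained JC-1 fluorescence. Read-out basis: efflux inhibition in percent versus controls. Controls: nicardipine and DMSO wells.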
# ABCB1 inh = ABCB1 efflux pump inhibitors, primary screen, cell-based, multiplex, flow cytometry, ABCG2 counter-screen | CCRF-Adr cells, JC-1 efflux | inhibition, % at 6.6 µM | 190,000 compounds, 0.067% hits | AID 1326, 2008; in the data active = inhibition above about 40%;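 note: 0% = vehicle and 100% = reference inhibitor; higher value means more JC-1 retained so stronger ABCB1 efflux block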
# Avidin bead fluor = green autofluorescence of compounds with avidin beads – biophysical, 488/530 nm, flow cytometry, artefact control, profiling panel | compound fluorescence 488/530 nm; active compounds read high | fluorescence (KMESF) at 10 µM | 220,000 compounds, 0.38% hits | AID 1775, 2009; in the data active = fluorescence above about 47; note: inactives centre near 10
# Pf gametocyte = late stage P. falciparum gametocyte viability inhibitors, primary screen, ATP luminescence, HTS; P. falciparum stage V gametocytes, 24 h; inhibition, % at 10.9 µM; 150,000 compounds, 0.065% hits; AID 743093, 2013;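 active = inhibition above the mean plus 3 SD of compounds within the control limits, set per campaign, cut at about 38% in these data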;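 note: 0% = DMSO wells and 100% = medium only without gametocytes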
# Mcl1-Bid inh = Mcl-1/Bid binding inhibitors, primary screen, biochemical, TR-FRET, 1536-well. 220,000 compounds, 0.97% hits. Induced myeloid leukemia cell differentiation protein Mcl-1 (Homo sapiens), Q07820. TR-FRET Mcl-1/Bid-Dy647 peptide binding. inhibition, % at 21.7 µM;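 active = compounds that cut the binding signal by more than half at the single screening dose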;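 note: His-tagged Mcl-1 with europium anti-His antibody binding Bid BH3 peptide; 0% = Mcl-1 plus peptide wells and 100% = peptide-only wells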
# Mcl1 Noxa PPI = Mcl-1/Noxa binding inhibitors, primary screen, biochemical, TR-FRET, 1536-well; Induced myeloid leukemia cell differentiation protein Mcl-1 (Homo sapiens), Q07820; TR-FRET Mcl-1/Noxa peptide binding, 2 h; inhibition, % at 21.7 µM; 220,000 compounds, 1.5% hits; AID 1022, 2008;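 active = compounds that cut the protein-peptide binding signal by more than 50% relative to plate controls in a single-dose test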;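 note: His-tagged Mcl-1 with rhodamine Noxa BH3 peptide and terbium anti-His antibody; 0% = Mcl-1 plus Noxa peptide wells and 100% = peptide-only wells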
# RGS4-Gao reg = modulators of RGS4 binding to Galphao, primary screen, biochemical, multiplexed bead flow cytometry; Guanine nucleotide-binding protein G(o) subunit alpha (Homo sapiens), P09471; actives lie on both sides; binding response (% of control), % at 10 µM; 220,000 compounds, 0.33% hits; AID 1415, 2008; in the data active = binding response below about 49% or above about 150%; inactive = in between;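 note: fluorescent Galphao activated with aluminum fluoride binding bead-coupled RGS4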
# Numbers without * were called inactive; ? = inconclusive; . = not tested or not shown.
item	SMILES	GSH fluor	RGS7-Gao reg	Bim-Mcl-1	RGS8-Gao	ABCG2 inh	ABCB1 inh	Avidin bead fluor	Pf gametocyte	Mcl1-Bid inh	Mcl1 Noxa PPI	RGS4-Gao reg
1	CCc1c(C#N)c(N)nc(SCC(=O)OCc2ccccc2)c1C#N	23	101.3	0.0	100.3	6.9	1.0	18	0.9	2.8	3.1	103.4
2	COCCNC(=O)CNS(=O)(=O)c1ccc2nc(C)sc2c1	12	91.7	-2.0	96.4	-0.5	-0.1	31	.	-10.3	8.7	90.8
3	COCCCNC(=O)CN(c1ccc(OC)cc1)S(=O)(=O)c1ccc(NC(C)=O)cc1	5	96.9	-1.0	97.8	2.8	0.2	17	-1.9	-6.0	8.5	110.4
4	CCN1C(=O)/C(=C\N(C)C)c2ccccc21	19	100.7	-2.0	97.0	0.0	-0.3	7	.	-29.0	13.3	100.2
5	Cc1ccc(/C=N/N2CCOCC2)s1	11	?	-3.0	101.0	-0.7	0.0	11	-28.5	-32.1	16.4	101.9
6	Cc1cccc(-n2cnc3cc(C(=O)N4CCCCC4)ccc32)c1	28	96.2	-8.0	100.6	42.8	1.4	12	.	-4.7	5.0	97.6
7	O=C1c2cccnc2C(Nc2ccccc2)N1Cc1ccco1 (stereo unspecified)	20	98.8	-3.0	98.4	6.8	1.4	8	.	60.0*	60.2*	95.7
8	CCSc1sc(CC)cc1C=O	19	105.0	1.0	101.0	4.0	0.5	11	16.9	-10.0	10.1	100.2
9	OCCC1CN(Cc2ccon2)CCN1Cc1ccc(F)c(F)c1 (stereo unspecified)	10	95.7	13.0	100.0	-0.1	-0.2	12	-3.4	-42.3	-58.1	98.3
10	O=C(Nc1cccn2ncnc12)c1cccc(C(F)(F)F)c1	12	91.9	-4.0	93.3	1.3	0.0	21	-14.5	-11.4	-1.3	94.1
11	Cc1ccc(OCC(=O)N/N=C/c2cccn2C)cc1	17	106.4	0.0	104.8	2.7	0.6	29	.	-26.7	10.6	104.8
12	O=C(CSc1nc(-c2ccccc2)c(-c2ccccc2)o1)NC1CCS(=O)(=O)C1 (stereo unspecified)	13	?	2.0	97.6	12.0	1.3	10	-19.6	-0.8	4.2	97.3
13	O=C(CSc1cccc[n+]1[O-])CSc1cccc[n+]1[O-]	18	?	-1.0	102.2	-0.2	0.1	9	-4.2	-23.8	-12.1	99.6
14	Cc1cc(OC(=O)N2CCOCC2)cc(C)c1Cl	16	97.8	-1.0	96.3	3.8	0.6	22	.	5.3	-7.1	89.8
15	O=C(COc1ccc(/C=N/NS(=O)(=O)c2ccccc2)cc1)NCc1ccccc1	9	100.3	-1.0	103.0	3.7	0.4	17	.	-40.3	26.6	109.3
16	COc1ccc(OC)c(-c2cnc(OC(C)(C)C)nc2OC(C)(C)C)c1	9	92.4	-3.0	96.2	6.6	0.8	3	12.2	-4.7	2.5	88.7
17	CCCC(=O)NCc1cc(-c2nn(C)c(=O)c3ccccc23)ccc1OC	13	109.5	-1.0	102.2	14.4	1.3	9	-25.4	-26.5	1.9	104.0
18	CCO[C@@H]1OC(C(=O)NCc2ccccc2)=C[C@H](c2cn(C(C)=O)c3ccccc23)[C@H]1CCCO	21	99.0	0.0	103.8	4.9	2.7	5	0.8	-11.7	-9.8	98.8
19	Cc1c(Cl)cccc1NC(=O)CSC(N)=O	11	?	1.0	103.7	5.7	0.5	13	.	-16.4	-2.4	98.1
20	O=C(NCCc1c[nH]c2ccccc12)Nc1ccccc1	17	102.4	-3.0	103.6	6.7	0.4	9	19.2	-3.0	16.1	101.9
21	Cn1nnnc1SCC(=O)N1CCN(Cc2ccccc2)CC1	19	100.9	0.0	100.2	3.0	0.8	9	.	-17.0	6.0	101.0
22	O=C(Nc1ccccc1O)c1nc(Cl)ccc1Cl	11	100.7	1.0	104.5	1.2	0.0	24	1.6	-32.1	10.7	101.4
23	Cc1cc(C)nc(N/N=C/C=C/c2ccccc2)n1	25	100.6	0.0	101.5	5.8	0.8	5	-7.6	9.3	31.4	103.0
24	Cc1ccc(C(C(=O)NC(C)(C)C)N(CCCN2CCOCC2)C(=O)c2ccc(-c3ccccc3)[nH]2)o1 (stereo unspecified)	9	97.6	-6.0	97.5	2.4	7.6	14	27.1	-9.6	11.7	96.9
25	O=C(CSc1ccc(-c2cccnc2)nn1)N1CCCC1	32	103.0	1.0	102.3	3.0	0.9	26	-1.6	-8.8	6.3	105.0
26	O=C(NCC1CCCO1)C(c1cccs1)N(C(=O)Cn1nnc(-c2cccs2)n1)C1CCCC1 (stereo unspecified)	21	95.5	-2.0	103.1	0.0	1.0	7	.	0.5	12.3	91.7
27	COc1ccc(Oc2ccccc2C=O)cc1	23	108.1	-1.0	104.6	2.0	0.7	7	.	1.1	-25.8	107.8
28	O=C(C1=C[C@@H](C2CCCCC2)C[C@@H](OCCCCO)O1)N1CCOCC1	17	98.3	0.0	99.5	3.1	0.5	5	.	-8.4	-18.8	97.8
29	CC(=O)Nc1ccc(S(=O)(=O)N2CCN(c3cc(C)nc4ncnn34)CC2)cc1	11	103.2	-1.0	100.5	4.3	1.2	12	.	-12.4	1.9	100.5
30	C/C=C/Cn1c(SCc2ccccc2)nc2c1c(=O)[nH]c(=O)n2C	10	94.0	0.0	97.1	8.3	1.2	17	7.4	-13.7	5.0	92.2
31	C=CCn1c(N)cc(=O)nc1SC(C)C(=O)Nc1cccc2ccccc12 (stereo unspecified)	14	101.7	-1.0	100.4	5.2	1.2	5	.	-21.6	-9.5	98.7
32	CCCc1cc(-c2nc(-c3ccc(C)cc3)cs2)ccn1	16	96.4	-3.0	98.7	7.5	0.3	14	6.4	14.0	19.2	99.5
33	O=C(C1CCCN(S(=O)(=O)c2cccc3nonc23)C1)N1CCC(Cc2ccccc2)CC1 (stereo unspecified)	14	99.3	-3.0	98.3	3.9	3.0	38	15.1	3.6	-14.8	97.0
34	O=C(NC1CCCCC1)C1CCCN1S(=O)(=O)c1cccc2nsnc12 (stereo unspecified)	38	100.7	0.0	100.9	6.8	1.9	9	10.6	9.7	8.3	100.4
35	O=C(c1cc(COc2ccc(F)cc2Cl)on1)N1CCC(c2ccncc2)CC1	13	92.8	0.0	97.1	3.7	1.2	11	-5.7	-26.6	-8.8	94.1
36	O=C(CN1C(=O)c2cccc3cccc1c23)NCc1ccccn1	12	110.5	0.0	105.5	5.5	0.9	6	.	-24.4	-0.6	106.1
37	Nc1n[nH]c(-c2ccccc2)c1-c1ccccc1	32	97.2	-2.0	100.3	1.1	0.3	12	17.5	-33.5	7.3	97.1
38	COc1ccc(OCc2cccc(C(=O)N3CCCC3)c2)cc1	24	100.2	-9.0	100.9	60.0	1.8	33	-11.8	-11.0	6.2	100.9
39	O=C(/C=C/c1ccc(S(=O)(=O)N2CCOCC2)cc1)N1CCN(c2ccccc2)CC1	16	99.8	-1.0	102.0	0.6	0.7	10	6.2	-35.7	-16.4	101.3
40	CCN1C(C#N)=C(C#N)N=C(C)CC1(C)C	19	102.1	-1.0	98.2	2.5	-0.3	10	-101.9	-21.8	8.3	101.8
41	CC(OC(=O)c1nc(-c2ccccc2)n(-c2ccccc2)n1)C(=O)Nc1cc(Cl)cc(Cl)c1 (stereo unspecified)	11	101.1	-3.0	103.2	0.0	0.0	11	7.0	-9.1	-7.5	99.1
42	O=C(O)c1ccc(Cl)c2c1C1C=CCC1C(c1ccccn1)N2 (stereo unspecified)	15	68.0	5.0	87.8	-0.9	-0.5	3	.	56.0*	88.9*	89.5
43	O=[N+]([O-])c1ccccc1-c1nc(-c2ccc(Br)o2)no1	11	103.3	-1.0	100.6	90.3*	1.7	14	8.9	-16.4	7.8	99.9
44	COc1ccc(OCCCC(=O)N2CCCc3ccccc32)cc1	24	93.8	-2.0	96.8	3.0	0.2	4	.	-3.8	4.1	90.9
45	O=C(CCCc1nc2ccccc2s1)NCc1ccccc1	11	103.2	-4.0	102.8	11.4	0.4	5	7.3	-4.7	-0.4	102.2
46	COc1ccc(CCNc2oc(COc3ccc(F)cc3)nc2C#N)cc1	16	105.4	-5.0	106.7	0.9	0.1	4	.	21.5	15.5	106.9
47	Cc1ccc(C)c(OCCN2C(=O)NC3(CCc4ccccc4C3)C2=O)c1 (stereo unspecified)	9	92.0	-5.0	98.9	6.3	1.7	5	.	3.9	0.0	96.3
48	CC1CN(C(=O)Nc2ccc(Br)cc2Cl)CC(C)O1 (stereo unspecified)	13	51.8	-1.0	65.1	7.0	0.3	6	-3.2	0.8	10.4	92.0
49	CCNc1nc(NCC)n2c(SCC(=O)NCC3CCCCC3)nnc2n1	12	104.6	0.0	105.4	14.0	0.2	6	-4.2	-17.6	-3.4	104.4
50	Cn1c(CO)cnc1SCc1ccc([N+](=O)[O-])cc1	60	101.0	0.0	100.0	2.1	0.4	7	-7.2	-34.0	4.3	100.8

# The results go on:
item	SMILES	GSH fluor	RGS7-Gao reg	Bim-Mcl-1	RGS8-Gao	ABCG2 inh	ABCB1 inh	Avidin bead fluor	Pf gametocyte	Mcl1-Bid inh	Mcl1 Noxa PPI	RGS4-Gao reg
51	COCCNC(=O)COC(=O)/C=C/c1cnc2ccccc2n1	24	103.7	1.0	100.9	0.4	0.0	6	-1.9	-22.8	7.1	101.0
52	CCN(c1ccccc1)S(=O)(=O)c1ccc(Oc2ccc(-n3ccnc3)cc2)nc1	18	99.7	-5.0	104.0	1.5	1.2	17	29.4	-7.0	3.7	100.9
53	COc1c(N2CCN(C(=S)NC3CC4CCC3C4)C(C)C2)c(F)cc2c(=O)c(C(=O)O)cn(C3CC3)c12 (stereo unspecified)	.	?	.	98.8	.	.	7	0.8	-122.0	-99.2	100.7
54	COc1ccc(-c2nnc(SCC(=O)NC(C)C)n2CC2CCCO2)cc1OC (stereo unspecified)	7	102.2	-1.0	101.7	2.2	0.4	7	.	0.7	-1.5	103.7
55	O=[N+]([O-])c1cc([N+](=O)[O-])c2cccnc2c1O	.	?	.	102.1	.	.	4	.	-49.1	-47.2	102.0
